Screening results from PubChem BioAssay.
C2C12 statin: suppressors of simvastatin-induced myotoxicity in C2C12 myotubes; AID 602340; rescue of ATP level, % at 7.49 µM; ATP luminescence, 48 h; scaled: DMSO 0, geranylgeraniol control 100; hit rate 0.78% among 330,000;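 active means mean ATP rescue above about 67%, or every replicate alone reaching that limit, limit read from the data, passing the limit was not always enough; inconclusive means no clear call, values can overlap the other calls; inactive means mean under the limit and some replicate under it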;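 further: myotubes were challenged with 10 µM simvastatin during compound exposure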
ARNT TACC3 PPI: ARNT/TACC3 interaction disruption. Q9Y6A5. AlphaScreen His-ARNT PAS-B/GST-TACC3 binding, luminescence; TACC3 fragment carries E629A point mutation. inhibition, % at 9.99 µM. hit rate 0.66% among 390,000. AID 623870;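 active means mean inhibition of replicates at least 50% and at least half of replicates each reaching 50%; inconclusive means half or more replicates reach 50% but mean below 50%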;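 further: 0% = complete ARNT plus TACC3 wells and 100% = ARNT alone without TACC3; many hits fall short of the cut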
miR122 inh: miR-122 inhibition in Huh7 cells; Huh7 miR-122 Renilla luciferase sensor, 48 h; neutral wells = 0, positive control = 100; activation (reporter increase), % at 12.5 µM; hit rate 0.3% among 340,000;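 active means mean replicate activation score at least 90 and every replicate individually at or above 90; inconclusive means only one of the two criteria met; inactive means neither criterion met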;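 further: higher luciferase means less miR-122 activity so hits act as miR-122 inhibitors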
esBAF inh: blocks esBAF chromatin remodeling in mouse ES cells; hit rate 2% among 350,000; Bmi1-luciferase knock-in reporter, 24 h; 100% = twice the neutral-well signal; reporter increase, % at 12.5 µM; AID 602393; in the data active means activation above about 40%; inconclusive means no clear call, values can overlap the other calls;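 further: 0% = median of the plate's neutral control wells and 100% = double that signal; a rise in the Bmi1 reporter signal indicates esBAF inhibition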
SIRT5 inh: inhibitors of human sirtuin-5 desuccinylase; Q9NXA8; Purified SirT5, succinyl-peptide AMC, trypsin-coupled fluorescence; inhibition, % at 15 µM; hit rate 1.1% among 330,000; in the data active means inhibition above about 15%; inconclusive means no clear call, values can overlap the other calls
Target sequence (Q9NXA8 whole entry, looked up): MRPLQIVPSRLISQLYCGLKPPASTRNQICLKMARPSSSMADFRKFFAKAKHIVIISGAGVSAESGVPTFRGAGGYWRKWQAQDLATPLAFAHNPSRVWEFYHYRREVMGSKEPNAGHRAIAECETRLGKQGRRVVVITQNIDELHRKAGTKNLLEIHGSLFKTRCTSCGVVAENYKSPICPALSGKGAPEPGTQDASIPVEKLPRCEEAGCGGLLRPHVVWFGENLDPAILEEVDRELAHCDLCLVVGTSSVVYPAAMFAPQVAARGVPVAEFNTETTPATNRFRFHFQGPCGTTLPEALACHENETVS
ERp5 block: blocks human ERp5 reductase activity on insulin; Q15084; ERp5 insulin aggregation, absorbance 650 nm, 90 min; inhibition, % at 9.99 µM; hit rate 0.05% among 350,000;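 active means mean replicate inhibition above about 25%, with every replicate also reaching it, limit read from the data, passing the limit was not always enough; inconclusive means only one of those two criteria met; inactive means neither criterion met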
Target sequence (Q15084 whole entry, looked up): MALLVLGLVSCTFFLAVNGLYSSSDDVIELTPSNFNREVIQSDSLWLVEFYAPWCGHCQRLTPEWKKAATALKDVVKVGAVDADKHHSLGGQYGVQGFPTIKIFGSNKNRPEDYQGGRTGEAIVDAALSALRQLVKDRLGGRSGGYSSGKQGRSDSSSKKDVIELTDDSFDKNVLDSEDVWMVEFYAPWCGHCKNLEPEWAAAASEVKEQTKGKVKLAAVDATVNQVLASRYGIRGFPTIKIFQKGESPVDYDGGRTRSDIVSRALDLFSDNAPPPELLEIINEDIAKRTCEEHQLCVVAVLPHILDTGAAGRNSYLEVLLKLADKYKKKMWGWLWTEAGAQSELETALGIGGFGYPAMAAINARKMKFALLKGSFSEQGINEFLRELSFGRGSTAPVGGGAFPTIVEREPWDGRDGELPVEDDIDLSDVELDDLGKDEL
Cneo AK release: causes C. neoformans cell lysis. adenylate kinase release luminescence, 4 h; normalised: neutral wells 0, clomiphene wells 100. lysis activity, % at 15 µM. hit rate 0.2% among 360,000. AID 651654;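 active means mean lysis activity across replicates of at least 80%, whatever share of replicates individually reach that level; inactive means mean lysis activity below 80%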
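Material: C. neoformans cells; Schedule: 4 h static compound exposure, 37 °C, read 1 h post-reagent; Measured by: adenylate kinase release luminescence; Read-out: signal increase indicating cell lysis; Controls: Clomiphene as positive lysis control.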
Numbers without * were called inactive; ? = inconclusive; / = no result given; & = joins results of further samples; [ ] = dose if it differs, or a comment.

Start of the data: the first 3 entries, ahead of the listing:
SMILES | C2C12 statin | ARNT TACC3 PPI | miR122 inh | esBAF inh | SIRT5 inh | ERp5 block | Cneo AK release
Cc1ccccc1NC(=S)NCCc1ccccc1 | / | 2 | 13 | / | / | / | 19
Cc1nn(Cc2n[nH]c(=S)n2Cc2ccccc2)c(C)c1Cl | 24 | -10 | -4 | -7 | / | / | 0
O=C(Cc1ccc(Br)cc1)Nc1cccc(S(=O)(=O)N2CCCCC2)c1 | -13 | / | 24 | 2 | 8 | 2 | 16

Results, previewed entries included:
SMILES | C2C12 statin | ARNT TACC3 PPI | miR122 inh | esBAF inh | SIRT5 inh | ERp5 block | Cneo AK release
Cc1ccccc1NC(=S)NCCc1ccccc1 | / | 2 | 13 | / | / | / | 19
Cc1nn(Cc2n[nH]c(=S)n2Cc2ccccc2)c(C)c1Cl | 24 | -10 | -4 | -7 | / | / | 0
O=C(Cc1ccc(Br)cc1)Nc1cccc(S(=O)(=O)N2CCCCC2)c1 | -13 | / | 24 | 2 | 8 | 2 | 16
Cc1ccc(NC(C)C(=O)N/N=C/c2c[nH]c3ccccc23)cc1 (configuration not stated) | 3 | -4 | 7 | -7 | 0 | 1 | /
Cc1noc(C)c1NC(=O)N(C)C[C@H]1OCc2ccccc2-c2ccccc2C(=O)N([C@H](C)CO)C[C@H]1C | -3 | 2 | / | 12 | -4 | 6 | 1
CCOC(=O)CNC(=O)CSc1nc2cccnc2n1C | -1 | -1 | -5 | -4 | / | / | -1
COc1cccc(CN2CC(C(=O)NCCSc3nnnn3C)CCC2=O)c1 (configuration not stated) | -3 | -1 | 7 | -4 | 2 | 2 | 1
O=C(COC(=O)c1cnccn1)Nc1c(Cl)cc(Cl)cc1Cl | -6 | -2 | / | -7 | -4 | 1 | -1
CCN(C(=O)Cn1cc(C(F)(F)F)ccc1=O)C1CCS(=O)(=O)C1 (configuration not stated) | 12 | / | -2 | 6 | / | 0 | 1
COc1ccc(NC(=O)c2ccccc2NC(=O)CSc2ccc(C)cc2)cc1 | 2 | -17 | -3 | 18 | -1 | 5 | 0
CC(NC(=O)Cc1cccs1)C(c1cccs1)N1CCN(c2ccccc2F)CC1 (configuration not stated) | 43 | 5 | 0 | 6 | / | / | -2
COc1ccc(CCn2nnnc2C(c2ccc(C)cc2)N2CCN(C)CC2)cc1OC (configuration not stated) | / | -7 | 0 | -3 | / | / | 0
CC12C=CC(=O)C=C1CCC1C3CCC(O)(C(=O)CO)C3(C)CC3OC312 (configuration not stated) | -1 | -4 | 4 | -8 | -3 | -1 | 1
CN(C)c1cc[n+](CC(=O)c2ccc(-c3ccccc3)cc2)cc1 | / | 5 | / | / | -3 | -4 | /
COc1cc(OC)c(N2CC(C(=O)NCCC3=CCCCC3)CC2=O)cc1Cl (configuration not stated) | 0 | 9 | 1 | 8 | 2 | -12 | 0
C[C@H]1CCCCO[C@@H](CN(C)Cc2ccccc2)[C@@H](C)CN([C@@H](C)CO)C(=O)c2cc(N(C)C)ccc2O1 | 46 | 5 | -5[16.7 µM] | 2 | 0 | -7 | 3
CCOC(=O)c1cc2sc(C)cc2n1CC(=O)N1CCN(C(=O)c2ccco2)CC1 | 1 | 0 | -3 | -6 | / | / | 0
O=C(N/N=C/c1ccc(Br)cc1)c1ccc(F)cc1 | / | -3 | -4 | / | / | / | -2
C[C@H](CO)N1C[C@H](C)[C@@H](CN(C)S(=O)(=O)c2ccc(Cl)cc2)Oc2ccc(NC(=O)c3ccncc3)cc2CC1=O | -8 | -6 | -1[16.7 µM] | -1 | -5 | -3 | -1
C=CC[C@H](CC(=O)N(CCO)Cc1ccccc1)C(=O)NCCOC(=O)[C@@H](CC=C)Cc1ccc(F)cc1 | -3 | -9 | -9 | 8 | 3 | -9 | -6
Cc1ccc(-c2nnc(NCCCO)c3ccccc23)cc1 | 2 | 3 | -6 | 4 | -1 | 1 | 0
O=C(c1ccc(OC2CCN(Cc3ccccn3)CC2)cc1)N1CCCCCC1 | -1 | 3 | 1 | -1 | 0 | 0 | 15
COc1ccc(C2C(C(=O)c3ccc(C)o3)=C(O)C(=O)N2Cc2ccco2)cc1OC (configuration not stated) | -2 | 6 | / | 3 | -1 | 2 | -6
CC(C)C1C(=O)N(Cc2cn(Cc3ccco3)nn2)CCS(=O)(=O)N1Cc1ccc(-c2cccc(N(C)C)c2)cc1 (configuration not stated) | 3 | / | -3 | 7 | / | -6 | /
COc1ccc([C@H]2CC(=O)C=C(c3cc(C=O)ccc3OC)C2)cc1OC | 55 | 2 | / | -7 | 2 | ? | 0
Cc1ccc(C(=O)CCC(=O)Nc2ncccc2C)cc1 | 9 | / | / | 14 | 0 | 2 | 1
COc1ccccc1NC(=O)Cn1c(=O)n(C)c(=O)c2sc3c(c21)COC(C)(C)C3 | 16 | 33 | 4 | -4 | 0 | -1 | 0
CS(=O)(=O)c1ccc2nc(NC(=O)CN3CCOCC3)sc2c1 | -1 | -2 | -2 | -7 | -2 | 0 | 1
CC(C)C[C@H](NC(=O)C1CC(=O)N(c2ccc3c(c2)OCCO3)C1)C(=O)N1CCCCC1 (some centres not stated) | 9 | 1 | -7 | -5 | -5 | / | -1
CCCCN=C1NC(=O)C(CC(=O)Nc2ccc(Cl)cc2)S1 (configuration not stated) | 11 | -5 | 10 | -3 | / | / | -3
NS(=O)(=O)c1ccc(NC(=O)CN2CCN(S(=O)(=O)c3ccc(F)cc3)CC2)cc1 | -3 | 0 | 2 | -3 | 2 | 1 | 2
O=C(CSc1nnnn1C1CC2C=CC1C2)Nc1ccc(C(=O)O)cc1 (configuration not stated) | / | -3 | / | / | 5 | 2 | /
O=C(C[C@@H]1CC[C@H]2[C@@H](COC[C@H](O)CN2C(=O)Nc2ccc(C(F)(F)F)cc2)O1)NC1Cc2ccccc2C1 | -7 | -12 | 2[16.7 µM] | -2 | -2 | 0 | -2
CN(Cc1ccccc1)C(=O)COC(=O)c1cc(-c2ccc(Cl)s2)nc2ccccc12 | 0 | -4 | 2 | -1 | / | / | 0
COCC#Cc1ccc2c(c1)O[C@@H](CN(C)C(=O)COC)[C@H](C)CN([C@@H](C)CO)S2(=O)=O | 1 | -6 | 5[16.7 µM] | -3 | -7 | -1 | 0
CCN(Cc1nc(-c2cccc(C)c2)no1)C(=O)c1ccco1 | 13 | 1 | -5 | 18 | -2 | -3 | -2
C[C@H](CO)N1C[C@H](C)[C@@H](CN(C)Cc2cncnc2)Oc2cc(-c3cccnc3)ccc2S1(=O)=O | -19 | 3 | -6[16.7 µM] | 4 | -5 | -1 | -6
CCCS(=O)(=O)NC(=O)C1(C)CCCN(C(=O)c2ccc3ccccc3c2)C1 (configuration not stated) | -6 | / | -2 | 11 | -8 | 3 | -14
COc1ccc(C(=O)NCC(c2ccco2)N2CCc3ccccc32)cc1OC (configuration not stated) | 16 | 9 | / | 1 | -1 | 4 | -1
C[C@@H]1CN([C@H](C)CO)C(=O)c2cccc(NC(=O)c3nc4ccccc4s3)c2O[C@@H]1CN(C)Cc1ccccc1 | 23 | 29 | -8[16.7 µM] | 13 | 5 | -3 | -3
O=C(N/N=C/c1cc([N+](=O)[O-])ccc1O)C12CC3CC(CC(C3)C1)C2 | / | -3 | / | / | 0 | 8 | /
CC(C)CC(=O)c1c[nH]c(C(=O)NCC2CCCO2)c1 (configuration not stated) | 4 | -11 | -1 | 5 | / | / | 0
Cc1ccc(S(=O)(=O)N(C)C[C@@H]2Oc3ccc(NC(=O)Cc4cn(C)c5ccccc45)cc3CC(=O)N([C@@H](C)CO)C[C@@H]2C)cc1 | -19 | 5 | -12[16.7 µM] | 3 | 11 | -6 | -1
CCCCC(C)Sc1nc2c([nH]1)c(=S)n(C)c(=O)n2C (configuration not stated) | -8 | 17 | / | -5 | -1 | -7 | 8
O=C(COc1ccccc1/C=C1/NC(=O)NC1=O)Nc1ccccc1 | 6 | 5 | 3 | -3 | -4 | 4 | -3
Cc1ccc(S(=O)(=O)N2CCN(S(=O)(=O)c3ccccc3Br)C2=O)cc1 | -9 | 0 | 48 | 2 | / | -2 | 0
CCOC(=O)c1c(C)[nH]c(C(=O)OCC(=O)NCc2ccc(F)cc2)c1C | -55 | -5 | -4 | 16 | -17 | -4 | 0
CCOC(=O)c1cnc2ccc(Cl)cc2c1N1CCN(C)CC1 | -6 | 17 | -2 | 5 | / | / | 2
CCOc1ccc(S(=O)(=O)N2CCC(C(=O)NCc3cccnc3)CC2)cc1 | / | -3 | -1 | / | 6 | -2 | 0
COc1ccc(S(=O)(=O)N2CCCCN3[C@H](C2)[C@H](c2ccc(C#CCC(C)C)cc2)[C@@H]3CO)cc1 | / | 7 | 4[16.7 µM] | / | 14 | -2 | 0
COCCSc1ncnc2c1oc1nc3c(cc12)COC(C)(C)C3 | -3 | -6 | / | 22 | 0 | 3 | /
O=C(C[C@@H]1CC[C@@H]2[C@H](COC[C@@H](O)CN2Cc2ccc3c(c2)OCO3)O1)N1CCOCC1 | 2 | 0 | 0[16.7 µM] | 0 | 27* | 3 | -4
COCC(=O)Nc1ccc2c(c1)C(=O)N(C)C[C@H](OC)[C@H](C)CN(CCc1ccccc1)[C@H](C)CO2 | 0 | 0 | / | 4 | -2 | 4 | 8
CCSc1oc(-c2ccco2)nc1S(=O)(=O)c1ccccc1 | 8 | 5 | 18 | -7 | / | / | -3
CCCCN(C)Cc1cc(=O)oc2cc3c(cc12)CCCC3 | / | -10 | / | / | -2 | 19 | /
CCC1(c2ccccc2)NC(=O)N(CC(=O)NCc2ccc(F)cc2)C1=O (configuration not stated) | 4 | -7 | / | -2 | -1 | 2 | 0
CN(C)c1nc2sc3c(c2c(=O)n1C)CC(C)(C)OC3 | -5 | 3 | 1 | 15 | / | / | 1
CCOC(=O)C1CCN(C(=O)COC(=O)COc2ccccc2OC)CC1 | -1 | -9 | -4 | -2 | / | / | -2
Fc1ccc(-c2nc(-c3cccs3)no2)cc1 | / | -1 | / | / | -7 | 2 | /
COC(=O)[C@]1(Cc2ccccc2)N[C@H](c2ccc(-c3ccccc3)cc2)[C@@H]2C(=O)N(C)C(=O)[C@@H]21 | 8 | -4 | -4 | 4 | -1 | 2 | 0

Some of these compounds in order of the SIRT5 inh value, descending.
canonical_smiles	SIRT5 inh
COc1ccccc1NC(=O)Cn1c(=O)n(C)c(=O)c2sc3c(c21)COC(C)(C)C3	0
CN(C)c1cc[n+](CC(=O)c2ccc(-c3ccccc3)cc2)cc1	-3
O=C(COC(=O)c1cnccn1)Nc1c(Cl)cc(Cl)cc1Cl	-4

(cont.)
SMILES | C2C12 statin | ARNT TACC3 PPI | miR122 inh | esBAF inh | SIRT5 inh | ERp5 block | Cneo AK release
Cc1ccnc(NCc2cccc3ccccc23)c1 | 11 | -8 | 0 | 5 | 53* | 2 | 12
CCC(=O)Nc1cccc(C(=O)c2ccc(C)c(C)c2)c1 | / | 12 | / | / | -3 | -3 | /
CN(C)C(=O)C[C@@H]1C[C@@H]2c3cc(NS(=O)(=O)c4ccccc4)ccc3O[C@@H]2[C@@H](CO)O1 | 7 | -6 | -1[16.7 µM] | -7 | / | -8 | -7
O=C(CSc1ccc(Cl)cc1)Nc1cccc(NC(=O)c2ccco2)c1 | 18 | 0 | / | 3 | / | / | 5
CCn1c(SCC(=O)c2ccc(CNC(C)=O)o2)nnc1-c1cccs1 | 6 | 0 | -1 | -5 | / | / | -1
COc1ccc(C(CNC(=O)C(CC(C)C)NS(=O)(=O)c2ccc(C)cc2)N2CCOCC2)cc1 (configuration not stated) | 19 | -1 | / | / | 22* | 2 | 2
Brc1ccc(-c2noc(COc3ccc4c(c3)CCC4)n2)o1 | -12 | -2 | 0 | -5 | -1 | 1 | 0
Cc1ccnc2ccc(-c3nc4ccccc4o3)cc12 | 13 | 0 | 1 | 23 | / | / | -2
COc1ccc(C(=O)N2c3cc4c(cc3C(C)=CC2(C)C)OCO4)cc1 | 21 | 14&17 | 1 | 1&-4 | / | / | 2&-1
